Runt-SMMHC FRET – inhibitors of RUNX1 Runt–CBFb-SMMHC binding, primary screen, biochemical, FRET, Cerulean-Runt, Venus-CBFb-SMMHC, uHTS; Runt-related transcription factor 1 (Homo sapiens) + Core-binding factor subunit beta …; Cerulean-Runt/Venus-CBFb-SMMHC FRET ratio 530/480, 1 h; inhibition, % at 20 µM; actives 0.74% (n = 220,000);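 active means mean inhibition across duplicate retests at 20 µM reaching about 50%, limit read from the data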;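 further: 0% = DMSO wells and 100% = wells with excess untagged CBFb-SMMHC; inhibitors lower the FRET ratio by blocking Runt binding to CBFb-SMMHC; some results filed as inactive read as strong as hits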
TbHK1 inh – Trypanosoma brucei hexokinase 1 inhibitors, primary screen, biochemical, G6PDH-coupled NADH absorbance, MLSCN library; hexokinase 1 [Trypanosoma brucei]; recombinant TbHK1, G6PDH-coupled NADH A340; inhibition, % at 10 µM; actives 0.11% (n = 220,000); AID 1430, 2008;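 active means inhibition of 50% or more in the single-dose primary screen; inactive means inhibition below 50%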
Furin inhibitor – human furin inhibitors, primary screen, biochemical, fluorescence intensity. P09958. purified furin, fluorogenic substrate cleavage. inhibition, % at 30 µM. actives 0.061% (n = 220,000). AID 463115, 2010; in the data active means inhibition above about 25%; further: inactives centre near -15
NCF1 inh – p47phox/p22phox peptide binding inhibitors, primary screen, biochemical, uHTS, NADPH oxidase regulatory subunit | Neutrophil cytosol factor 1 (Homo sapiens), P14598 | fluorescence polarization, 2 h | inhibition, % at 24.7 µM | actives 0.53% (n = 220,000) | AID 1274, 2008;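 active means inhibition above about 30%, limit read from the data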;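 further: 0% = p47phox with labelled peptide and 100% = labelled peptide alone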
Target sequence (P14598 whole entry, looked up): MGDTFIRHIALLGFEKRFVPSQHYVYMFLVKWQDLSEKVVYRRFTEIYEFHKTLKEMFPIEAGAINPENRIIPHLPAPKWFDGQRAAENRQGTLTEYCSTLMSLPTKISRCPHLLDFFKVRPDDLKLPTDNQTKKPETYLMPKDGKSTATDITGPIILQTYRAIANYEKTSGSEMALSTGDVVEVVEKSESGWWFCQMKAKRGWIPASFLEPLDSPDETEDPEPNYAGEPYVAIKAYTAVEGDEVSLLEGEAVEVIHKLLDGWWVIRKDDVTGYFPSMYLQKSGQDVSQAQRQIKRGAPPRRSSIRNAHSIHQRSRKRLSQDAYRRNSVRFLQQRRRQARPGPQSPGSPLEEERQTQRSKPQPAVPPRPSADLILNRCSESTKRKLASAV
p97 inhibitor – inhibitors of human p97 ATPase, primary screen, biochemical; actives 0.42% (n = 220,000); inhibition, % at 8 µM; recombinant p97 ATPase, Kinase-Glo ATP luminescence, 3 h; Transitional endoplasmic reticulum ATPase (Homo sapiens), P55072; in the data active means inhibition above about 15%;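 further: 0% = DMSO vehicle and 100% = wells lacking enzyme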
Runt-CBFb FRET – inhibitors of RUNX1 Runt–CBFb binding, primary screen, biochemical, FRET, Cerulean-Runt, Venus-CBFb, uHTS; Runt-related transcription factor 1 (Homo sapiens) + Core-binding factor subunit beta …; Cerulean-Runt/Venus-CBFb FRET ratio 530/480, 1 h; inhibition, % at 20 µM; actives 0.46% (n = 220,000); AID 1496, 2009;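 active means inhibition over about 50% at 20 µM in the single-dose screen, limit read from the data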;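 further: 0% = DMSO wells and 100% = excess unlabeled CBFb competitor control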
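Measured by: fluorescence energy transfer, 422 nm excitation, 530/480 nm emission; test system: Cerulean-tagged RUNX1 Runt domain (FRET donor) fusion protein; buffer or medium: Tris pH 7.5 buffer with BSA; compound: one dose, 20 µM compound, 1% DMSO; times: two 1 h room-temperature incubations shielded from light; benchmarks: unlabeled CBFb 5 µM, positive control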
m-calpain inh – inhibitors of pig calpain II, primary screen, biochemical, fluorogenic peptide substrate, 1536-well; purified calpain II, 30 min; inhibition, % at 16 µM; actives 0.37% (n = 220,000); AID 1236, 2008;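 active means inhibition above about 50%, limit read from the data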
EBV gp42 block – Epstein-Barr virus gp42 inhibitors, primary screen, biochemical, uHTS, fluorescence polarization. inhibition, % (tested at 21.74 µM). Glycoprotein 42 (Epstein-Barr virus (strain AG876)), Q1HVG2. Fluorescence polarization binding assay, mP read-out. actives 0.42% (n = 220,000). AID 1085, 2008; in the data active means inhibition above about 50%
Target sequence (Q1HVG2 whole entry, looked up): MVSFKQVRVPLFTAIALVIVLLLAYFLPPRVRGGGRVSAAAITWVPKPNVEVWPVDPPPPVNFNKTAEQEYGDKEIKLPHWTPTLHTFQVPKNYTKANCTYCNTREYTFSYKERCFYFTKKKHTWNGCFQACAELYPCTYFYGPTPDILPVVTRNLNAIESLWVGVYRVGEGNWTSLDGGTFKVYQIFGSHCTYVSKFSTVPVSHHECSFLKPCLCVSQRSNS
RBBP9 inhibitor – human RBBP9 inhibitors, primary screen, biochemical, fluorescence polarization, FP-Rh probe, HTS; inhibition, % at 7.94 µM; AID 1515, 2009; Serine hydrolase RBBP9 (Homo sapiens), O75884; recombinant RBBP9; actives 0.2% (n = 220,000);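 active means inhibition above the campaign mean of all tested compounds plus 3 SD, cut at about 14% in these data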;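 further: plate controls were DMSO wells with RBBP9 for no effect and wells lacking RBBP9 protein for full effect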
Target sequence (O75884 whole entry, looked up): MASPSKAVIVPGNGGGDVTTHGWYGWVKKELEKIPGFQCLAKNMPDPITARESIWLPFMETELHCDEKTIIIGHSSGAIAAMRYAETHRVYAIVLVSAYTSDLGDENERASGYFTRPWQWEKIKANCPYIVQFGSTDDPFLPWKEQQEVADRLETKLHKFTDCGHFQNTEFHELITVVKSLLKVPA
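Controls: DMSO-treated enzyme wells and wells lacking RBBP9 | Material: RBBP9 protein | Technique: Fluorescence polarization | Replication: Single well per compound, no replicates | Buffer or medium: Tris-NaCl-Pluronic buffer, pH 8.0 | Timing: 30 min compound preincubation, 45 min probe labeling, 25 °C | Read-out basis: Percent inhibition from mP, scaled between DMSO and no-protein wells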
Starred values were filed as active, the others as inactive; x = no result given; [ ] = another dose, or the depositor's remark. Compounds were not picked by outcome; any-hit rate near 2.7%.

SMILES	Runt-SMMHC FRET	TbHK1 inh	Furin inhibitor	NCF1 inh	p97 inhibitor	Runt-CBFb FRET	m-calpain inh	EBV gp42 block	RBBP9 inhibitor
S=C(NCc1ccccc1)NC1CCCc2ccccc21 (stereo not drawn)	4	9	-18	-7	1	-1	-12	5	-4
O=C1C2CCCN2C(=S)N1Cc1ccccc1 (stereo not drawn)	2	-9	-19	1	-2	-1	31	1	-6
O=C(COc1ccc([N+](=O)[O-])cc1)NNC(=O)c1cccs1	-1	-19	-16	-4	1	1	-6	1	2
CC1S/C(=N\N=C\c2cccc([N+](=O)[O-])c2)N(C(C)(C)C)C1=O (stereo not drawn)	-4	-9	-8	6	2	1	5	-17	-4
Cc1ccccc1NC(=O)C1CC(=O)N(c2ccc3c4c(cccc24)CC3)C1 (stereo not drawn)	-3	0	-12[20 µM]	-12	0	-4	21	8	-4
COC(=O)CNC(=O)c1cc(-c2ccncc2)nc2c(C)c(Cl)ccc12	-14	4	-2	-5	-11	2	-82	10	-3
CCNC(=S)N/N=C/c1ccco1	-1	-28	1[20 µM]	0	-3	-1	16	-6	-1
O=C(COC(=O)c1ccc(Cl)c(S(=O)(=O)N2CCCCC2)c1)NCc1ccco1	-1	1	-12	x	2	0	4	-10	1
c1nc(COc2nsnc2N2CCOCC2)cs1	-6	1	-18[20 µM]	-7	4	-2	-27	3	-1
Cc1ccc(-n2nc(C)c3c(C)c(CCC(=O)NCc4ccccc4)c(C)nc32)cc1	-2	-7	-41	130*	0	0	-42	-27	-9
CN(CCNC(=O)c1cc2c(=O)n(C)c3ccccc3c2n1C)Cc1ccccc1	-2	-3	-16	-7	-5	-3	-35	-9	-3
O=C(O)CC(C(=O)O)c1cn(Cc2ccccc2)c2ccccc12 (stereo not drawn)	-1	9	-17	-19	3	-2	-41	-1	-7
O=C(COC(=O)[C@H](Cc1ccccc1)NC(=O)c1cccs1)Nc1cc(F)ccc1F	2	7	-12	-107	0	-1	-2	-4	-6
C=CCNc1nc(N(c2ccccc2)c2ccccc2)nc(-n2ccnc2)n1	-2	-1	-23	-3	6	-2	-4	-11	1
CCN1CCN(c2nc3c(C)cccn3c(=O)c2/C=C(\C#N)S(=O)(=O)c2ccccc2)CC1	-74	-4	-2[20 µM]	-13	1	-46	-33	16	1
O=C(CSc1nc(-c2ccc(Cl)cc2)cs1)Nc1cccc([N+](=O)[O-])c1	4	10	-13	-14	3	0	26	-8	-42
CCOC(=O)CNC(=O)CSc1nc(-c2ccc(C)cc2)ns1	-1	9	-24	2	3	0	4	-5	-8
Cc1cc(N)ccc1NC(=O)c1ccccc1	-2	-6	-12	-6	13	1	13	4	-2
Cn1c(=O)[nH]c(=O)c2c1nc1n2CCCN1CCc1ccccc1	2	3	-2	-15	3	-1	3	-21	-9
CCOC(=O)c1ccccc1NC(=O)c1cccc(F)c1	1	-3	-14[20 µM]	-1	-1	-1	-6	-7	-1
Cc1nn(CC(=O)NC(C)C)c(C)c1[N+](=O)[O-]	-1	-3	-16	-1	3	0	-3	0	-2
Cc1cc(C)c(S(=O)(=O)N2CCC(C(N)=O)CC2)cc1C	0	-8	-10[20 µM]	1	5	3	24	-1	0
OC(CN1CCN(c2ccccc2)CC1)c1ccc2c(c1)CCN2 (stereo not drawn)	-6	0	-8	-8	1	0	22	1	0
C=CC[n+]1c(-c2ccc(C)cc2)csc1NNC(=O)Nc1ccccc1	-3	0	-7[20 µM]	-16	-3	0	20	9	-5
NS(=O)(=O)c1ccc(CCNC(=O)CN2CCN(c3ccccc3F)CC2)cc1	6	1	-16	-13	2	0	3	-15	-4
C=C(C)CSc1nc2ncc(Cl)cc2[nH]1	-1	-7	-17[20 µM]	-4	0	0	16	-6	-1
Nc1ccc(S(=O)(=O)N2CCCC2C(=O)O)cc1 (stereo not drawn)	1	2	-14	-3	-1	1	4	-1	0
CC(=O)Nc1ccc(NC(=O)c2cc(-n3cnnc3)ccc2Cl)cc1	-1	-1	-18	-16	5	-2	-6	2	3
O=C(NC1CCCCC1)C(c1ccco1)N(Cc1cccnc1)C(=O)C1COc2ccccc2O1 (stereo not drawn)	0	1	-17[20 µM]	-7	-3	0	-8	-23	-8
COc1ccc(C2C(C(C)=O)=C(O)C(=O)N2C)c(OC)c1 (stereo not drawn)	1	-23	-35[20 µM]	5	2	-2	15	-21	-5
CCO[C@@H]1OC(C(=O)N2CCN(Cc3ccccc3)CC2)=C[C@H](c2coc3ccccc3c2=O)[C@H]1CCCO	-8	-12	-18	-15	5	-3	8	-15	1
Nn1c(SCC(=O)Nc2ccc(F)c(F)c2)nnc1C1CCCCC1	1	4	-26	-6	5	0	4	-12	-3
Cc1c(Cl)cccc1-n1ccnc1SCC(=O)O	2	5	-22	-19	3	-1	-11	-16	2
Cc1cc(C(=O)OCC(=O)Nc2ccccc2F)c(C)o1	5	6	-27[20 µM]	-19	1	0	-5	-67	-5
O=C1CCCc2c1cc(C(=O)NCc1ccco1)c(=O)n2-c1ccc(Cl)cc1	-2	-10	-11[20 µM]	2	2	4	-9	-15	-7
Cc1cccc(Cn2cnc3c(nnn3Cc3ccccc3F)c2=O)c1	0	9	-4	-12	-6	-4	28	-4	-3
COc1cccc(C2CC(c3ccccc3Cl)n3nnnc3N2)c1 (stereo not drawn)	-1	-5	-15	-9	0	0	20	-26	-5
Cc1ccsc1C(=O)OCC(=O)N1CCN(C(=O)c2ccco2)CC1	1	1	-19	0	5	1	-3	-11	-4
O=C(COC(=O)c1ccccc1Br)NCCC1=CCCCC1	0	-1	-18	-22	4	-1	6	-14	-1
CC(=O)O[C@]1(C(C)=O)CC[C@H]2[C@@H]3C[C@H](C)C4=CC(=O)CC[C@]4(C)[C@H]3CC[C@@]21C	2	-2	-11	-5	2	-4	16	-8	-6
O=C(Cn1ncc(N2CCOCC2)c(Br)c1=O)c1ccc(Cl)cc1	-7	-7	-34	-5	5	2	13	-11	1
NS(=O)(=O)c1cccc(NC(=S)NC(=O)C23CC4CC(CC(C4)C2)C3)c1	0	4	-12	-9	-2	1	17	3	-9
CCOc1cc(NC(=S)NCc2ccco2)c(OCC)cc1NC(=O)C1CC1	5	28	-18	-4	5	22	-3	-2	-1
O=C(O)CCCC(=O)N1N=C(c2c(-c3ccccc3)c3cc(Cl)ccc3[nH]c2=O)CC1c1cccs1 (stereo not drawn)	-4	-14	-11	-5	-3	-10	-69	-2	-6
Cc1ccc(C(=O)N2CCSC2=S)cc1	-2	3	-31	-7	6	0	-44	-14	-5
Cn1c(=O)c2c(nc(N3CCCCC3)n2CCCNC2=NCCCC2)n(C)c1=O	-1	-1	-26	-14	8	0	0	-9	-7
CC(C)(C)NC(=O)CSc1nnc(SCC(=O)NC(C)(C)C)s1	-2	5	-18	-4	-3	0	0	-4	-2
Cc1nnc(N/N=C\c2ccc(-c3cccc(C(=O)O)c3)o2)n1N	6	-40	-6	-4	8	19	-117	-11	-4
CCCCn1c(C)nc2c(=O)n(C)c(=O)[nH]c21	-4	6	-17	-15	6	-2	-21	-22	-6
O=C(NC(=S)N1CCCCCC1)C1CC1	3	-4	-13	-1	-2	0	12	-13	-7
O=C1CCc2cc(S(=O)(=O)NC(C(=O)NCc3cccnc3)c3ccccc3)ccc2N1 (stereo not drawn)	3	-4	-31	7	1	3	-19	-9	-2
CCc1nnc(NC(=O)CSc2nnc(-c3ccoc3C)n2CC(C)C)s1	-4	3	-20	-8	1	-1	-23	-9	-8
COC(=O)c1ccc(CSc2ncnc3c2sc2nc(N4CCOCC4)c4c(c23)CCCC4)o1	x	-30	-13[20 µM]	x	5	x	x	x	-5

Molecules listed so far with an aryl thioether with sulfur outside any ring:
SMILES	Runt-SMMHC FRET	TbHK1 inh	Furin inhibitor	NCF1 inh	p97 inhibitor	Runt-CBFb FRET	m-calpain inh	EBV gp42 block	RBBP9 inhibitor
O=C(CSc1nc(-c2ccc(Cl)cc2)cs1)Nc1cccc([N+](=O)[O-])c1	4	10	-13	-14	3	0	26	-8	-42
CCOC(=O)CNC(=O)CSc1nc(-c2ccc(C)cc2)ns1	-1	9	-24	2	3	0	4	-5	-8
C=C(C)CSc1nc2ncc(Cl)cc2[nH]1	-1	-7	-17[20 µM]	-4	0	0	16	-6	-1
Nn1c(SCC(=O)Nc2ccc(F)c(F)c2)nnc1C1CCCCC1	1	4	-26	-6	5	0	4	-12	-3
Cc1c(Cl)cccc1-n1ccnc1SCC(=O)O	2	5	-22	-19	3	-1	-11	-16	2
CC(C)(C)NC(=O)CSc1nnc(SCC(=O)NC(C)(C)C)s1	-2	5	-18	-4	-3	0	0	-4	-2
CCc1nnc(NC(=O)CSc2nnc(-c3ccoc3C)n2CC(C)C)s1	-4	3	-20	-8	1	-1	-23	-9	-8
COC(=O)c1ccc(CSc2ncnc3c2sc2nc(N4CCOCC4)c4c(c23)CCCC4)o1	x	-30	-13[20 µM]	x	5	x	x	x	-5
